From PubChem
Anthrax LF inh2: inhibitors of Bacillus anthracis lethal factor protease. P15917. multiplex microsphere protease cleavage assay, LF. inhibition, % at 10 µM. 360,000 compounds, 0.12% hits. AID 588501; also: plate controls were buffer without enzyme for full effect and enzyme alone for no effect
3CLpro inhibitor: SARS-CoV 3CLpro protease inhibition. inhibition, % at 6 µM. recombinant SARS-CoV 3CLpro, quenched FRET peptide cleavage. 290,000 compounds, 0.14% hits. P0C6X7; in the data active = inhibition above about 12%
TcdB inh: TcdB glycohydrolase inhibition | TcdB glycohydrolase enzymatic assay, plate reader | inhibition, % at 9.99 µM | 350,000 compounds, 0.24% hits | AID 652162; in the data active = inhibition above about 10%
Target sequence (P18177 whole entry, looked up): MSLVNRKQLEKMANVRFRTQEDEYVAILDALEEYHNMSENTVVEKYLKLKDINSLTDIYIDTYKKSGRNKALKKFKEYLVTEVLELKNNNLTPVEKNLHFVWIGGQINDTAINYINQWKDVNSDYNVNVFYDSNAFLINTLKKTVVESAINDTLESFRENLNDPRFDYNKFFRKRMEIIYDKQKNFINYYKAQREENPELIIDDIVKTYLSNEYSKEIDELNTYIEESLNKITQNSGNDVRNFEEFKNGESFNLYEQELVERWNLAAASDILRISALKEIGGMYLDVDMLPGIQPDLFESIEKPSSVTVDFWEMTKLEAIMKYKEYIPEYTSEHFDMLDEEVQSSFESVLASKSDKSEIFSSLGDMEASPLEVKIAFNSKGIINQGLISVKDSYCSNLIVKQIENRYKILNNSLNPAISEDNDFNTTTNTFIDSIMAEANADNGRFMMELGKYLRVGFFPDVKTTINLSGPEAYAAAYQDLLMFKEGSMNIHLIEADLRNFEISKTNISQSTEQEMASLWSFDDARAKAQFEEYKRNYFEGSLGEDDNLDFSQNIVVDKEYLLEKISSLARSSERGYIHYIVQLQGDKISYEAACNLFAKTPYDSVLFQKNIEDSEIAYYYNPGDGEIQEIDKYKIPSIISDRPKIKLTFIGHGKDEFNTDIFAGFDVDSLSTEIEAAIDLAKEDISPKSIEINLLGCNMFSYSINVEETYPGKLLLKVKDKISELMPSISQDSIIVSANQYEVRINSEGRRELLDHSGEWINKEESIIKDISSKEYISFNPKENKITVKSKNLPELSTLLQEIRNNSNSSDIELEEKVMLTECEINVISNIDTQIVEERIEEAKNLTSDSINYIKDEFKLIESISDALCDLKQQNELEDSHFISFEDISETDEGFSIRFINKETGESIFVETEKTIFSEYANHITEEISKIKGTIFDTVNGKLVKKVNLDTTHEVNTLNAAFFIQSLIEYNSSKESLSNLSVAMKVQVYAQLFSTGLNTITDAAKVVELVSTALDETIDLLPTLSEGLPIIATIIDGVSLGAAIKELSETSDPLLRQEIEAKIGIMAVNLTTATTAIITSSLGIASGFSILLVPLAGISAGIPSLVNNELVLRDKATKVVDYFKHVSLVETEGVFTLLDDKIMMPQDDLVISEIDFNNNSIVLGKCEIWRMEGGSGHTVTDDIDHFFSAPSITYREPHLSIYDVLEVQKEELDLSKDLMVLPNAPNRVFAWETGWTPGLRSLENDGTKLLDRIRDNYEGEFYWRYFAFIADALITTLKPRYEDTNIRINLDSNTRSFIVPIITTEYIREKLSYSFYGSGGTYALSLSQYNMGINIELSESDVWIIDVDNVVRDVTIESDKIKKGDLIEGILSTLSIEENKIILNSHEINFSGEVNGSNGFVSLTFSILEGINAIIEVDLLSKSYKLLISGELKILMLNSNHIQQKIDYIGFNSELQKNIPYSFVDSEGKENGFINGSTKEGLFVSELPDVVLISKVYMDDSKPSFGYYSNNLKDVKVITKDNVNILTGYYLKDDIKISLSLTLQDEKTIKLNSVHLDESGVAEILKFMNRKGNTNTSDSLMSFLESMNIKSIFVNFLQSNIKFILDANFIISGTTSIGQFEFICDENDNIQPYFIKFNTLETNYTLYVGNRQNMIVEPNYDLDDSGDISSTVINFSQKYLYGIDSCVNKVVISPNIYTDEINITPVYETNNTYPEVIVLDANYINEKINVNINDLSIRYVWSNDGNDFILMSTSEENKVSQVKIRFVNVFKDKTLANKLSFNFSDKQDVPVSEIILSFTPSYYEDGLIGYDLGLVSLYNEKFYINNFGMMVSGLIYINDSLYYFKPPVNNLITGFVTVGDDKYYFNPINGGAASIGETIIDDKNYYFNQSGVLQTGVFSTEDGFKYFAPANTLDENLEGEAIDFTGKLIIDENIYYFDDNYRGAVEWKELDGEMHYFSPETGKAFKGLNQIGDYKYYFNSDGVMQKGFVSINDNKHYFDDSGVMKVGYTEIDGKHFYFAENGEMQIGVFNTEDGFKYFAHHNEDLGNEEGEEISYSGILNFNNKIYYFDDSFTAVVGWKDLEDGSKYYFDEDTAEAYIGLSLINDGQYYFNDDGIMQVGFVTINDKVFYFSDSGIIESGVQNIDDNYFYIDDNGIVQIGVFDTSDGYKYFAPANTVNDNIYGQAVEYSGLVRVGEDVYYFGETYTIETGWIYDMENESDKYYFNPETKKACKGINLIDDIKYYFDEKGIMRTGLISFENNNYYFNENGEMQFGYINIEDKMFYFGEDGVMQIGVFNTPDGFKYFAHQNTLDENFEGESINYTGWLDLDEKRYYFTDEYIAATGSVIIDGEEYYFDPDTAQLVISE
PfHsp40 rescue: rescue of PfHsp40-mediated yeast toxicity | S. cerevisiae expressing PfHsp40, growth rescue, ATP luminescence | growth rescue, % at 12.5 µM | 340,000 compounds, 0.68% hits | AID 504582; in the data active = growth rescue above about 28%, passing the limit was not always enough; inconclusive = no clear call, values can overlap the other calls;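 also: yeast W303a lacking pdr1 and pdr3 grown in galactose medium; growth measured after three days at 30 °C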
PrPC TRFRET: reduces human prion protein on the cell surface | P04156 | cell surface PrPC, TR-FRET read-out | inhibition, % at 13.8 µM | 370,000 compounds, 0.43% hits | AID 720596; in the data active = inhibition above about 24%; also: 0% = median of the test wells and 100% = reference compound wells
BoNT-A LC inh2: blocks Botulinum neurotoxin A light chain protease. multiplex microsphere protease substrate cleavage, flow cytometry. inhibition, % at 10 µM. 360,000 compounds, 0.17% hits. AID 588499; also: plate controls were buffer without enzyme for full effect and enzyme alone for no effect
Vc quorum ag: quorum light induction in luxS cqsA deficient V. cholerae; V. cholerae BH1578 lux reporter, luminescence, 6 h; activation, % at 18.7 µM; 350,000 compounds, 0.16% hits; AID 588436; in the data active = activation mostly above about 9.7%, no sharp cut-off; inconclusive = no clear call, values can overlap the other calls; inactive = mostly below about 3.7%; also: not every result past the cut was called active; inactives centre near 0; reference of the scale not given here
PriA SSB inh: K. pneumoniae PriA-SSBct interaction inhibition. AlphaScreen SSBct-PriA binding, biotinylated peptide. inhibition, % at 33 µM. 430,000 compounds, 0.6% hits; in the data active = inhibition mostly above about 37%, no sharp cut-off; inactive = mostly below about 20%;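 also: plate controls were negative control peptide for no effect and reference peptide for full effect; strong numbers were not always called active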
Yp Topo-I inh: Y. pestis Topo-I inhibition via cleavage products. Y. pestis Topo-I cleavage product accumulation, plate reader. activity, % at 10 µM. 360,000 compounds, 0.064% hits. AID 504884; in the data active = activity above about 50%, passing the limit was not always enough; inconclusive = no clear call, values can overlap the other calls; also: inactives centre near 2
* hit, by the source's call; i = inactive; ? = inconclusive; · = no result given. Rule as the data show it, unless noted: active = inhibition above about 30%; inconclusive = no clear call, values can overlap the other calls; inactive = below that. A portion of the library; count on the stated rates, not on these rows.

canonical_smiles,Anthrax LF inh2,3CLpro inhibitor,TcdB inh,PfHsp40 rescue,PrPC TRFRET,BoNT-A LC inh2,Vc quorum ag,PriA SSB inh,Yp Topo-I inh
Cc1cc(NC(=O)CCC(=O)N(CC2CCCO2)C(C(=O)NC2CCCC2)c2ccccc2C)no1 (stereo not drawn),-1,-3,·,-0.5,-5,0.2,-0.3,-1,15
CCCCC(=O)Nc1ccc(NC(=O)c2ccccc2[N+](=O)[O-])cc1OC,-1,1,·,1.0,-15,-0.1,i,-14,1
Cc1c(OCC(=O)NCCCN2CCOCC2)ccc2c3c(c(=O)oc12)CCCC3,1,-7,0.3,-1.2,4,0.7,0.0,6,4
C/C(CC(=O)Nc1ccccc1Cl)=N\NC(=O)C(=O)NCCO,-1,1,-13,-0.7,-2,-1.1,-2.1,·,1
O=C(CSc1nnc(N2CCCC2)n1-c1ccccc1Cl)N1CCN(c2ccccn2)CC1,-5,·,0.7,0.6,-8,-2.5,-10,-3,20
CCCCN(C)CCC(=O)Nc1ccc(C)cc1,-3,-3,1.1,-0.1,-3,-0.2,-0.4,-1,-2
Cc1cc(Cl)c2oc(C(=O)NCCN3CCCCC3CO)c(C)c2c1 (stereo not drawn),-3,1,0.0,-0.1,0,-1.0,i,-4,9
COc1ccc(/C=C/C(=O)NCc2cccnc2)cc1,1,3,0.7,-1.3,-7,0.5,-0.2,-15,5
O=C(CCN1C(=O)C2C3CC(C(Br)C3Br)C2C1=O)OCC(=O)c1cccc([N+](=O)[O-])c1 (stereo not drawn),0,1,0.4,-0.3,-8,-1.6,-0.2,-20,-6
CN(C(=O)C1CCOC1)c1nnc(-c2cccnc2)s1 (stereo not drawn),-1,-8,·,-1.0,-2,0.4,i,-12,-9
CC(=O)NC(C(=O)c1ccccc1)C(=O)c1ccccc1,1,4,·,-0.7,2,2.3,-1.1,-4,-6
O=C(COc1ccc(Br)cc1)NCCN1CCCC1,-10,2,1.7,0.0,-7,-1.6,-0.6,-9,5
Cc1n[nH]c(C)c1NC(=O)CN1CCN(S(=O)(=O)c2ccc(C(F)(F)F)cc2)CC1,-3,·,-0.5,0.6,-1,-0.1,-1.5,-12,-2
COc1ccc(NC(=O)CSc2cc(C)nc3c(-c4ccccc4)cnn23)cc1,-7,-3,0.8,0.8,0,1.5,-0.3,-3,-2
CCN(CC)S(=O)(=O)c1cccc(C(=O)Nc2nncs2)c1,-1,-1,·,0.7,4,0.8,-5.4,-14,-10

Reformatted with values under each structure: two of the compounds above.
Values in the order: Anthrax LF inh2 | 3CLpro inhibitor | TcdB inh | PfHsp40 rescue | PrPC TRFRET | BoNT-A LC inh2 | Vc quorum ag | PriA SSB inh | Yp Topo-I inh
C/C(CC(=O)Nc1ccccc1Cl)=N\NC(=O)C(=O)NCCO
  -1 | 1 | -13 | -0.7 | -2 | -1.1 | -2.1 | · | 1
O=C(CSc1nnc(N2CCCC2)n1-c1ccccc1Cl)N1CCN(c2ccccn2)CC1
  -5 | · | 0.7 | 0.6 | -8 | -2.5 | -10 | -3 | 20

Next section:
canonical_smiles,Anthrax LF inh2,3CLpro inhibitor,TcdB inh,PfHsp40 rescue,PrPC TRFRET,BoNT-A LC inh2,Vc quorum ag,PriA SSB inh,Yp Topo-I inh
COC(=O)c1ccc(-c2ccco2)n1Cc1ccccc1Cl,-8,-6,·,1.3,6,0.7,-0.4,-4,14
C/C(=N\Nc1cccc(Cl)c1)c1ccc(-n2ccnc2)cc1,-3,3,-0.2,5.7,-1,-0.8,-0.3,·,-7
CN(C)S(=O)(=O)n1cc(/C=C(\NC(=O)c2ccccc2)C(=O)N2CCOCC2)c2ccccc21,-4,0,1.6,0.1,4,0.8,-0.7,-6,13
CCOC(=O)c1ccc(OS(=O)(=O)c2ccccc2)c(OC)c1,-1,4,·,1.1,-1,-0.2,-0.1,-46,20
O=C(CNC(=O)Cn1cnc2sc3c(c2c1=O)CCCC3)NCc1ccccn1,2,0,1.5,0.7,2,1.3,1.7,3,4
COCCNC(=O)C1(C)CCCN(C(=O)c2ccc(C(=O)OC)cc2)C1 (stereo not drawn),2,·,0.6,·,-5,0.3,-4.5,·,-7
O=C(CN1C(=O)C2CCCCC2C1=O)OCC(=O)c1ccc(Cl)s1 (stereo not drawn),-7,8,0.2,0.4,3,-0.8,-0.2,-9,0
COc1cccc2cc(C(C)N(CCCN3CCOCC3)C(=S)Nc3cccc(C)c3)oc12 (stereo not drawn),0,5,1.5,-0.4,-2,0.4,-0.2,-1,10
COCCNC(=O)/C(C#N)=C/c1c(N2CCCCCC2)nc2c(C)cccn2c1=O,10,-1,-0.7,0.6,-2,0.2,-0.5,4,22
CC1CCN(CC(O)COc2ccc(F)cc2)CC1 (stereo not drawn),-10,-3,0.5,-0.8,-6,-0.3,-0.4,-24,-5
Cc1cc(/C=C2\SC(=S)N(C)C2=O)c(C)n1-c1ccccc1O,5,·,0.2,0.8,-3,7.9,-0.3,-9,-5
COc1ccc(C(=O)c2no[n+]([O-])c2C(=O)c2ccc(OC)cc2)cc1,3,1,·,1.1,1,1.2,-4.5,0,-4
Cc1ccc(Cn2c(C(=O)O)cc3sccc32)cc1,-1,3,·,8.7,-4,0.6,0.0,-10,-3
COc1ccc(OC)c(-c2csc(N(C)C(=O)Cc3ccccc3)n2)c1,-2,1,0.3,-0.9,-9,-0.9,1.4,-10,20
CCNc1nc(SCC(=O)OC)nc(N(C)C)n1,-1,0,1.0,-1.1,-2,0.2,-0.4,-6,1

Further entries follow:
canonical_smiles,Anthrax LF inh2,3CLpro inhibitor,TcdB inh,PfHsp40 rescue,PrPC TRFRET,BoNT-A LC inh2,Vc quorum ag,PriA SSB inh,Yp Topo-I inh
O=C(CCc1ccc(S(=O)(=O)NCc2ccccc2)cc1)N1CCN(Cc2ccc3c(c2)OCO3)CC1,0,-6,·,-1.8,-9,-0.1,-0.2,-13,11
CN(C)c1ccc(-c2ccnc3c2CC(C)(C(=O)NCc2ccncc2)O3)cc1 (stereo not drawn),-5,·,0.2,·,0,-0.1,-0.8,·,14
CCc1ccc(NC(=O)C(C)OC(=O)CC(NC(C)=O)c2ccccc2)cc1 (stereo not drawn),15,1,-0.4,-0.1,4,2.6,-0.2,-4,-2
COc1ccc(-n2nc(C(=O)NCC(=O)N3CCC4(CC3)OCCO4)c3ccccc3c2=O)cc1,-6,0,0.5,0.4,-2,0.7,i,-13,9
COC(=O)c1ccc(NC(=O)C(C)N2C(=O)c3ccccc3C2=O)cc1 (stereo not drawn),2,-3,·,3.9,4,-0.3,7.5,-14,-7
Cc1ccc(NC(=O)c2ccc(OCc3c(C)noc3C)cc2)c(C)c1,-1,·,-0.9,0.4,5,-0.1,1.4,0,10
CC(=O)c1ccc(-n2c(-c3cc(-c4ccco4)[nH]n3)n[nH]c2=S)cc1,-1,-2,·,1.4,-2,-0.5,i,-5,10
CCN1CCc2c(sc(NC(=O)c3ccc(S(=O)(=O)N4CCOCC4)cc3)c2C(N)=O)C1,?,1,1.4,-0.1,-4,?,-0.2,0,5
O=C(O)c1cc(S(=O)(=O)N2CCOCC2)ccc1N1CCCCC1,0,5,-0.2,-1.0,2,-0.5,-1.2,-9,-6
O=C(NNC(=O)c1cccs1)c1ccc2ccccc2c1,1,1,-0.4,-1.2,-5,0.7,-1.4,-9,12
COc1ccc(C2NC(=O)CS2)cc1 (stereo not drawn),0,0,·,0.4,3,0.5,i,-6,-9
CC(NC1CCCCC1)C(=O)NN=C(c1ccccc1)c1ccccc1 (stereo not drawn),-5,-2,2.4,0.3,-1,-0.7,·,4,6
Cc1cc(NC(=O)c2cccc(Br)c2)no1,3,·,-0.9,-0.7,-6,-0.1,-1.1,-6,7
Cc1ccc(S(=O)(=O)/C(C#N)=C/c2ccccc2OCc2ccccc2)cc1,-1,1,·,0.1,5,0.0,-1.5,-14,0
C=CCOC(=O)C1=C(C)N(C)C(=O)NC1c1cc2c(cc1Br)OCO2 (stereo not drawn),0,5,·,0.7,2,-0.8,-0.8,-18,14

Three compounds already listed, sorted by length of the SMILES, low to high.
canonical_smiles,Anthrax LF inh2,3CLpro inhibitor,TcdB inh,PfHsp40 rescue,PrPC TRFRET,BoNT-A LC inh2,Vc quorum ag,PriA SSB inh,Yp Topo-I inh
COc1ccc(C2NC(=O)CS2)cc1 (stereo not drawn),0,0,·,0.4,3,0.5,i,-6,-9
CC(NC1CCCCC1)C(=O)NN=C(c1ccccc1)c1ccccc1 (stereo not drawn),-5,-2,2.4,0.3,-1,-0.7,·,4,6
CN(C)c1ccc(-c2ccnc3c2CC(C)(C(=O)NCc2ccncc2)O3)cc1 (stereo not drawn),-5,·,0.2,·,0,-0.1,-0.8,·,14

Following part:
canonical_smiles,Anthrax LF inh2,3CLpro inhibitor,TcdB inh,PfHsp40 rescue,PrPC TRFRET,BoNT-A LC inh2,Vc quorum ag,PriA SSB inh,Yp Topo-I inh
O=C(CN(Cc1ccc(F)cc1)C(=O)CNS(=O)(=O)c1ccc(Cl)cc1)NCC1CCCO1 (stereo not drawn),-2,3,-0.7,0.6,4,-1.5,-0.9,-6,13
Cc1ccc(N2C(=O)CN(Cc3cccs3)C2=S)cc1C,-3,9,-0.1,1.7,3,-0.6,-0.3,-7,6
CCCc1cc(=O)oc2c(C)c(OC(C)C(=O)NCCN3CCOCC3)ccc12 (stereo not drawn),-2,-2,1.4,-1.0,1,-1.1,-0.3,-4,-6
CN1CCN(c2nc(Nc3cccc(C(F)(F)F)c3)nc(N3CCOCC3)n2)CC1,0,2,·,-0.3,-12,0.5,-2.9,-1,-5
CCN(C(=O)c1ccc(S(=O)(=O)N2CCC(C)CC2)cc1)C1CCS(=O)(=O)C1 (stereo not drawn),-3,·,-0.2,0.1,0,3.7,i,-1,-4
CCc1nc2ccc(C(=O)NCCC(C)C)cn2c1N(C)Cc1ccc(OC)cc1,-7,·,1.1,·,3,-0.2,1.2,·,25
CCOC(=O)c1cc(-c2ccccc2)sc1NC(=O)C(C)OC(=O)c1cccnc1Cl (stereo not drawn),0,1,·,-0.9,-2,-0.3,-3.6,3,0
CCOc1cc(NCc2ccccc2)c2ncn(C(C)C)c2c1,0,·,-3.9,6.6,-1,-0.5,i,-16,15
CN1CCN(C(=O)c2ccc(-c3cc4nc(NCc5cccnc5)n(C)c(=O)c4s3)cc2)CC1,1,·,1.3,·,-38,0.4,i,·,15
CC(C)Sc1nc2c(c(=O)n(C)c(=O)n2C)n1C,2,-5,1.5,1.8,1,0.7,-0.9,8,6
O=C(COC(=O)c1ccc([N+](=O)[O-])o1)Nc1cccc(S(=O)(=O)N2CCOCC2)c1,4,2,·,0.0,-30,0.6,-0.4,-4,-9
Cc1cc(C)c(S(=O)(=O)c2c(C)cccc2C)c(Cl)n1,-4,-3,·,0.5,5,-0.4,-0.4,-11,3
CC(C)c1ccc(C2C3=C(COC3=O)Nc3cc4c(cc32)OCO4)cc1 (stereo not drawn),1,-5,-0.7,0.0,17,0.9,1.1,6,3
CCCCOc1ccc(CC2CCC(=O)NC2=O)cc1 (stereo not drawn),-8,1,0.9,-0.5,1,1.3,-0.2,4,5
